Compound activity: PubChem, several laboratories
Y pestis TopoI – blocks Yersinia pestis topoisomerase I activity; 360,000 compounds, 0.064% hits; activity, % at 10 µM; Y. pestis Topo-I cleavage product accumulation, plate reader; AID 504884; in the data active means activity above about 50%, passing the limit was not always enough; inconclusive means no clear call, values can overlap the other calls; further: inactives centre near 2
TcdB GH inh – inhibitors of Clostridioides difficile toxin B glycohydrolase | TcdB glycohydrolase enzymatic assay, plate reader | inhibition, % at 9.99 µM | 350,000 compounds, 0.24% hits | AID 652162; in the data active means inhibition above about 10%
UGM FP inh – blocks M. tuberculosis UGM enzyme. P9WIQ1. purified UGM, fluorescence polarization probe displacement. inhibition, % at 10 µM. 320,000 compounds, 0.06% hits; in the data active means inhibition above about 10%, passing the limit was not always enough; inconclusive means no clear call, values can overlap the other calls
Target sequence (P9WIQ1 whole entry, looked up): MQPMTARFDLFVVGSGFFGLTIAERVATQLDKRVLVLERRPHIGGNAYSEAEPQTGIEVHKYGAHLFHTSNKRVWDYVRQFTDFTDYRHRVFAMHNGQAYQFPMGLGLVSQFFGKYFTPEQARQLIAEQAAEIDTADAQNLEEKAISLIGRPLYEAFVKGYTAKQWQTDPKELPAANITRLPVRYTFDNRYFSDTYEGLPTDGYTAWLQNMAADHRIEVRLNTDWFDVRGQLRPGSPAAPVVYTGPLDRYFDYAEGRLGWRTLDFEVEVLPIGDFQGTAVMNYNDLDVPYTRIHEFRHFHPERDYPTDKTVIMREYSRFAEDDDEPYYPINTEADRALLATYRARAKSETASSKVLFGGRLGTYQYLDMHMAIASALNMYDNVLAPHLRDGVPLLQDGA
FadD28 FP inh – inhibitors of Mycobacterium tuberculosis FadD28 bisubstrate binding. FadD28 bisubstrate probe binding, fluorescence polarization. inhibition, % at 12.5 µM. 360,000 compounds, 0.22% hits; in the data active means inhibition above about 8.5%, passing the limit was not always enough; inconclusive means no clear call, values can overlap the other calls
PfHsp40 rescue – restores yeast growth despite PfHsp40 toxicity. 340,000 compounds, 0.68% hits. S. cerevisiae expressing PfHsp40, growth rescue, ATP luminescence. AID 504582. growth rescue, % at 12.5 µM; in the data active means growth rescue above about 28%, passing the limit was not always enough; inconclusive means no clear call, values can overlap the other calls;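 further: yeast W303a lacking pdr1 and pdr3 grown in galactose medium; growth measured after three days at 30 °C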
GDH-TPI inh – inhibits GDH-TPI coupling enzymes, artifact for Mtb FBA screen | GDH-TPI coupled enzyme counterscreen, NADH absorbance | inhibition, % at 4.8 µM | 360,000 compounds, 1.2% hits | AID 588335; in the data active means inhibition above about 30%;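 further: 0% = DMSO wells and 100% = wells lacking the enzyme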
Mtb FBA inh – inhibitors of M. tuberculosis fructose-bisphosphate aldolase | AID 588726 | P9WQA3 | purified M. tuberculosis FBA, fluorescence read-out | inhibition, % at 1 µM | 360,000 compounds, 2.3% hits; in the data active means inhibition above about 27%;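 further: 0% = vehicle and 100% = reference inhibitor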
Target sequence (P9WQA3 whole entry, looked up): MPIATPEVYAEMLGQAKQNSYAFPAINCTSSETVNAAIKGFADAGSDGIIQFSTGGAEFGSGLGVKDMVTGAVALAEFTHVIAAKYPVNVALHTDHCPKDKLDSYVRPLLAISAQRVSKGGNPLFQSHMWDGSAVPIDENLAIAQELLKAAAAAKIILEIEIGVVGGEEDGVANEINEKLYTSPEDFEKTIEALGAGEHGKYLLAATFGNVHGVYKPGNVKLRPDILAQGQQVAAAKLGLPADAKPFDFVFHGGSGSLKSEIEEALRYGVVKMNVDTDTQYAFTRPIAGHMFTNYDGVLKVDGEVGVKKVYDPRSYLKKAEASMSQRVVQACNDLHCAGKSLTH
Vc quorum ag – induces V. cholerae light production without autoinducers; 350,000 compounds, 0.16% hits; activation, % at 18.7 µM; V. cholerae BH1578 lux reporter, luminescence, 6 h; in the data active means activation mostly above about 9.7%, no sharp cut-off; inconclusive means no clear call, values can overlap the other calls; inactive means mostly below about 3.7%; further: not every result past the cut was called active; inactives centre near 0; reference of the scale not given here
BioA inh – BioA (M. tuberculosis) enzyme inhibition. purified M. tuberculosis BioA enzyme, plate reader. inhibition, % at 9.99 µM. 360,000 compounds, 0.096% hits; in the data active means inhibition above about 40%; inconclusive means no clear call, values can overlap the other calls
An asterisk follows results filed as active; i = inactive; ? = inconclusive; nt = not tested or not shown.

SMILES	Y pestis TopoI	TcdB GH inh	UGM FP inh	FadD28 FP inh	PfHsp40 rescue	GDH-TPI inh	Mtb FBA inh	Vc quorum ag	BioA inh
CN(C(=O)CC1C(=O)NCCN1Cc1ccc(F)cc1Cl)C1CCCCC1 (stereo not drawn)	16	0.4	0.9	-0.6	-1.0	1	9	i	0.3
COc1ccc(C)cc1NC1=C(Cl)C(=O)N(C2CCCCC2)C1=O	0	nt	-1.0	0.1	-1.2	25	-4	-0.2	0.0
COc1ccc(/C=C(/C#N)c2cccnc2)cc1OC	-4	-0.5	1.0	-4.0	20	22	-3	-0.7	58*
O=C(O)c1ccc(S(=O)(=O)NCc2ccc3c(c2)OCO3)cc1	3	1.0	1.3	nt	-2.2	-1	3	i	0.9
CCOC(=O)N(C)[C@H]1C[C@H]2c3[nH]c4ccccc4c3CCN2C[C@H]1[C@H](C)O	nt	-0.3	nt	-0.9	nt	nt	6	nt	2.9
CCOC(=O)N1CCC(NC(=O)CS(=O)(=O)Cc2nc(-c3ccc(OC)cc3)oc2C)CC1	-3	-1.2	3.3	0.6	-0.6	7	-4	-1.3	-4.3
Cc1nn2c(N3CCOCC3)c3c(nc2c1-c1ccccc1)CCCC3	5	nt	-1.6	1.0	-1.2	2	4	i	3.6
CC(=O)c1sc(NS(=O)(=O)c2ccc(C)cc2)nc1-c1ccccc1	-1	0.4	7.2	0.1	1.4	15	-3	-0.2	-0.8
Cc1ccccc1/C=N/NC(=O)Cc1ccc(Cl)cc1	-7	0.7	-1.0	1.5	0.7	5	2	0.3	nt
COc1ccc(/C=C/C(=O)Nc2c(C)nn(C)c2C)cc1COc1ccc(Cl)cc1Br	-4	nt	0.6	-0.7	0.2	8	-2	-0.7	-0.8
O=C(NCc1ccco1)c1cccc(Br)c1	-1	0.6	1.9	-1.7	-1.9	4	1	1.1	-0.9
Cc1ccc(C2=N/C(=C\c3cccnc3)C(=O)O2)cc1	1	nt	-0.5	-3.4	1.3	1	-2	-0.2	nt
COC(=O)/C(=C/c1cccc([N+](=O)[O-])c1)NC(=O)c1ccc(OC)cc1	1	0.4	-4.1	-2.4	0.3	5	-4	0.6	0.0
CCSc1nc2c(c(=O)n1Cc1ccccc1)SC(C)C2 (stereo not drawn)	5	nt	0.3	-0.9	-1.5	17	4	-5.0	8.3
COc1ccccc1CNS(=O)(=O)c1c(C)[nH]c(=O)[nH]c1=O	1	4.1	3.2	-3.1	-2.4	0	-2	-0.4	-1.9
CCOCCn1cnc2sc(C(=O)NCC(=O)OCC)c(C)c2c1=O	1	nt	-3.2	-0.7	-1.7	1	1	-0.6	2.3
Cc1ccc(S(=O)(=O)C2(S(=O)(=O)c3ccc(C)cc3)CCCC2)cc1	7	nt	0.9	0.4	1.9	16	-2	i	-2.2
COc1cc(C2C(=O)N(C3CCCC3)CC(=O)N2Cc2ccco2)ccc1OC(C)C (stereo not drawn)	-3	nt	0.6	0.8	-0.4	2	1	-0.4	-0.6
COc1ccc(C(=O)CNc2cccc(F)c2)cc1	25	-1.2	-1.1	1.4	0.4	3	-2	-0.4	nt
O=C(NCc1ccco1)c1ccc2nc([C@@H]3O[C@H](CO)[C@H](O)[C@H](O)[C@H]3O)[nH]c2c1	-7	-1.3	nt	-1.7	nt	-6	1	i	-0.4

Overlap with the part before: 4 compounds, followed by the next part.
SMILES	Y pestis TopoI	TcdB GH inh	UGM FP inh	FadD28 FP inh	PfHsp40 rescue	GDH-TPI inh	Mtb FBA inh	Vc quorum ag	BioA inh
Cc1ccc(S(=O)(=O)C2(S(=O)(=O)c3ccc(C)cc3)CCCC2)cc1	7	nt	0.9	0.4	1.9	16	-2	i	-2.2
COc1cc(C2C(=O)N(C3CCCC3)CC(=O)N2Cc2ccco2)ccc1OC(C)C (stereo not drawn)	-3	nt	0.6	0.8	-0.4	2	1	-0.4	-0.6
COc1ccc(C(=O)CNc2cccc(F)c2)cc1	25	-1.2	-1.1	1.4	0.4	3	-2	-0.4	nt
O=C(NCc1ccco1)c1ccc2nc([C@@H]3O[C@H](CO)[C@H](O)[C@H](O)[C@H]3O)[nH]c2c1	-7	-1.3	nt	-1.7	nt	-6	1	i	-0.4
CC(=O)N(C)c1ccc(NC(=S)Nc2ccccc2)cc1	-5	nt	1.0	-3.5	-0.9	1	1	-0.5	nt
O=C(NCc1ccco1)c1cc(S(=O)(=O)N2CCOCC2)ccc1Cl	4	nt	1.7	-0.2	-0.7	5	0	-0.3	nt
CC(O)CSc1nc2c(c(=O)[nH]c(=O)n2C)n1Cc1ccccc1 (stereo not drawn)	0	-0.4	-0.2	0.3	-0.5	3	2	i	-3.9
CN(C)C=NC(=O)c1ccc(N2CCN(c3ncc(C(F)(F)F)cc3Cl)CC2)cc1	10	nt	-0.6	0.1	-0.5	19	4	-1.9	-1.8
CCNC(=O)C1CC(=O)OC12CCCCC2 (stereo not drawn)	-1	nt	-0.5	-1.1	0.8	3	1	i	2.3
Cn1ccc(=O)c2cc([N+](=O)[O-])ccc21	3	1.6	nt	-3.1	nt	13	-2	-2.9	nt
Cc1cc(C)c[n+](CC(=O)c2c(C)cc(C)c([N+](=O)[O-])c2C)c1	-4	1.6	0.4	-2.6	-1.1	-3	-2	8.5	-0.7
CCCC/C(=N\O)c1c[nH]c2ccccc12	1	nt	2.6	4.5	1.8	8	3	i	-1.8
COc1ccc(OC)c(S(=O)(=O)N2CCCC(C(=O)N3CCC(C(N)=O)CC3)C2)c1 (stereo not drawn)	6	-0.5	-1.2	-1.0	-1.8	1	-2	2.8	-0.5
CCC(C)(C)NC(=O)CCCSc1nc2ccccc2[nH]1	10	0.1	1.3	-4.2	-1.2	1	-1	2.3	-1.9
O=C(CN1C(=O)C2C3CC(C(Br)C3Br)C2C1=O)OCC(=O)c1cccc([N+](=O)[O-])c1 (stereo not drawn)	3	-0.1	-1.2	-2.3	-0.8	-2	0	i	0.3
Cc1ccc(C(=O)OCC(=O)Nc2ccc3c(c2)OCO3)c(O)c1	5	1.6	2.4	-1.4	0.4	1	6	0.0	-0.3
Cc1ccc([C@@H]2CC=C(C(=O)O)[C@H](c3ccc(Cl)cc3)N2S(=O)(=O)c2ccccc2C)cc1	9	-1.0	-0.1	-6.2	?	0	3	i	5.7
O=C(COn1nnc2ccc(Cl)cc21)NC1CCS(=O)(=O)C1 (stereo not drawn)	-2	0.2	nt	-1.6	-2.7	7	4	i	-4.2
O=c1[nH]ncn1-c1ccc(Br)cc1	-11	0.7	0.7	-2.7	-1.5	2	-1	-0.2	-0.1
COc1ccc(OC)c(S(=O)(=O)N(C)CC(=O)N2CCN(c3ccc(F)cc3)CC2)c1	5	nt	2.9	0.4	-0.2	2	4	i	-0.6
CCOc1ccccc1NC(=O)C(CC(C)C)NC(=O)C1CCC(C)CC1 (stereo not drawn)	-6	nt	0.3	0.8	1.9	1	-2	-0.6	-0.8
Cc1ccc(-n2cc(S(=O)(=O)c3ccc(C)cc3)[nH]c2=O)cc1	-2	1.2	1.1	-0.6	0.1	-3	-1	-0.3	1.1
O=S(=O)(NCCCNS(=O)(=O)c1c(F)cccc1F)c1ccc2c(c1)OCCO2	-7	-0.7	1.4	-1.2	0.1	18	6	0.0	-1.4
Cc1cc(=S)c2ccccc2[nH]1	-7	1.4	0.5	-4.2	-0.1	-1	0	i	nt

Pulled by compound from the list above:
SMILES	Y pestis TopoI	TcdB GH inh	UGM FP inh	FadD28 FP inh	PfHsp40 rescue	GDH-TPI inh	Mtb FBA inh	Vc quorum ag	BioA inh
O=C(COn1nnc2ccc(Cl)cc21)NC1CCS(=O)(=O)C1 (stereo not drawn)	-2	0.2	nt	-1.6	-2.7	7	4	i	-4.2
CCNC(=O)C1CC(=O)OC12CCCCC2 (stereo not drawn)	-1	nt	-0.5	-1.1	0.8	3	1	i	2.3

Reformatted: results already given.
Cc1ccccc1/C=N/NC(=O)Cc1ccc(Cl)cc1
  Y pestis TopoI = -7 | TcdB GH inh = 0.7 | UGM FP inh = -1.0 | FadD28 FP inh = 1.5 | PfHsp40 rescue = 0.7 | GDH-TPI inh = 5 | Mtb FBA inh = 2 | Vc quorum ag = 0.3 | BioA inh = nt
Cc1nn2c(N3CCOCC3)c3c(nc2c1-c1ccccc1)CCCC3
  Y pestis TopoI = 5 | TcdB GH inh = nt | UGM FP inh = -1.6 | FadD28 FP inh = 1.0 | PfHsp40 rescue = -1.2 | GDH-TPI inh = 2 | Mtb FBA inh = 4 | Vc quorum ag = i | BioA inh = 3.6

(continued)
SMILES	Y pestis TopoI	TcdB GH inh	UGM FP inh	FadD28 FP inh	PfHsp40 rescue	GDH-TPI inh	Mtb FBA inh	Vc quorum ag	BioA inh
NC(=O)C1CCCN(S(=O)(=O)c2ccc(Br)cc2)C1 (stereo not drawn)	-7	nt	2.3	-0.9	-1.5	5	-2	i	-0.5
Cc1ccccc1NS(=O)(=O)c1ccc(NS(=O)(=O)c2cccs2)cc1	-3	-0.9	-0.2	0.2	0.2	0	3	i	nt
CCN1C[C@@H]2[C@@H]3C(=O)N(C)C(=O)[C@@H]3[C@](Cc3ccccc3)(C(=O)OC)N2C1=NC1CCCCC1	-7	1.9	nt	-2.4	0.0	-9	-2	-1.1	2.9
CC(=O)NCCNC(=O)C1CCC(CNc2nc(=S)[nH]c3ccccc23)CC1 (stereo not drawn)	-1	-0.2	2.0	-0.7	0.5	10	3	i	-0.2
Cc1cc(Cl)ccc1OC(C)C(=O)NNC(=O)C1CCCCC1C(=O)O (stereo not drawn)	-1	0.4	-0.9	nt	0.3	7	3	-0.3	-0.6
O=C(CN1CCN(c2ccc(F)cc2)CC1)Nc1ccc2c(c1)OCCO2	21	-1.5	0.1	0.9	-1.1	2	2	-0.4	2.3
CCCn1nc(C(=O)Nc2ccc(S(=O)(=O)Nc3ncccn3)cc2)c2ccccc2c1=O	-6	1.8	-0.1	-3.1	0.0	-10	-7	-0.6	-1.3
CCCC(C)(C)C(=O)N1CCC1(C)C(=O)NS(=O)(=O)c1cccc(Cl)c1 (stereo not drawn)	5	-2.0	nt	-1.0	nt	6	1	i	-0.5
CN(C(=O)COC(=O)Cc1c(Cl)cccc1Cl)C1CCS(=O)(=O)C1 (stereo not drawn)	4	0.4	-0.3	0.5	-1.7	3	1	-0.8	0.2
Cc1cccc(C(=O)OC(C)C(=O)N2CCc3ccccc3C2)c1C (stereo not drawn)	38	-1.0	2.8	-4.2	-1.1	9	-2	i	1.9
Cc1ccc(CN2CCN(Cc3cn(C(C)C)c4ccccc34)CC2CCO)o1 (stereo not drawn)	6	1.0	-2.9	-2.6	-0.9	8	3	-0.3	-1.0
CCCCN(C(=O)CSc1nnc(Nc2ccc(C)c(C)c2)s1)c1c(N)n(Cc2ccccc2)c(=O)[nH]c1=O	?	nt	-0.9	-1.3	-0.6	3	-1	4.2	-1.7
O=C1CCCC(=O)C1C1c2ccccc2CCN1C(=O)CCl (stereo not drawn)	7	0.9	-2.2	0.5	nt	0	-1	i	-1.9
COc1cc(OC)cc(C(=O)Nc2cccc(NC(C)=O)c2)c1	4	nt	1.7	-4.8	-1.1	11	-1	i	2.2
Cc1nn(C(=O)c2nn(C)cc2Cl)c(C)c1Br	6	0.2	0.5	-3.5	-1.6	-7	2	-0.1	nt
Cc1cc(C)c(O)c(-c2cc(C(=O)NCCc3ccc(S(N)(=O)=O)cc3)[nH]n2)c1	11	-0.1	3.1	-0.8	-0.6	9	0	0.4	-2.7
CC(=O)SC(C)CC(=O)NCc1ccccc1 (stereo not drawn)	-5	nt	1.8	-3.7	-2.9	0	0	1.4	-2.2
O=C(CN1C(=O)NC2(CCCC2)C1=O)N1CCc2ccccc2C1	1	1.3	0.6	-4.5	0.2	-5	-2	-0.2	nt
Cc1ccccc1N1C(=O)CC(Nc2ccc3c(c2)OCO3)C1=O (stereo not drawn)	-2	nt	0.8	0.2	0.7	2	-2	i	nt
O=C(O)CC/C(=C\c1ccc2c(c1)OCO2)c1nc2ccccc2s1	-4	1.7	0.4	-1.5	0.8	14	8	-0.2	15
Cc1ccc(CNC(=O)C2CCCN2C(=O)Nc2ccc(C)cc2)cc1 (stereo not drawn)	7	-10	-0.7	-0.7	-0.4	16	1	i	-0.5
CN(Cc1cnn(-c2ccccc2)c1)C(=O)c1ccc(S(=O)(=O)NCc2ccco2)cc1	16	-0.4	nt	-0.5	nt	4	1	i	-1.9
